hcGAS lum = Primary biochemical luminescence assay for human cyclic GMP-AMP synthase inhibitors; recombinant h-cGAS, ATP depletion, Kinase-Glo luminescence; inhibition, % at 12.5 µM; hit rate 0.081% among 290,000;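 also: 0% = vehicle reaction and 100% = reaction without DNA for no activity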
Target sequence (Q8N884 whole entry, looked up): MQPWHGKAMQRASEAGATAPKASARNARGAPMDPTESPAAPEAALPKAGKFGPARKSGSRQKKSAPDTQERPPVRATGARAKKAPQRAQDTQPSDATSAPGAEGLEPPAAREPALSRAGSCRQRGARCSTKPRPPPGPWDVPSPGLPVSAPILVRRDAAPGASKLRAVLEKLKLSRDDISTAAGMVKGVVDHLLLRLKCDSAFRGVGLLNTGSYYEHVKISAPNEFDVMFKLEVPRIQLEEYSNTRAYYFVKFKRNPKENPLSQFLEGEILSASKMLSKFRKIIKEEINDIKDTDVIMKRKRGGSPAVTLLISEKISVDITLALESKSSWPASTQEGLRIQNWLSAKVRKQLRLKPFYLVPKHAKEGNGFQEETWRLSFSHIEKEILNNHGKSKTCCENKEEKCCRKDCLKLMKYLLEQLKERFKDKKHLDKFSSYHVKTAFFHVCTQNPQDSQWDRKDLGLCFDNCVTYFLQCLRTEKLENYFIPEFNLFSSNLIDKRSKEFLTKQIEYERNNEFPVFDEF
mcGAS inh = cyclic GMP-AMP synthase inhibitors, mouse, primary biochemical chemiluminescence; hit rate 0.15% among 160,000; recombinant cGAS, Kinase-Glo ATP depletion luminescence; inhibition, % at 12.5 µM; AID 1259399, 2018;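 also: 0% = negative control wells and 100% = reference inhibitor with no enzyme activity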
NPYLR7 agonist = agonists of mosquito NPYLR7 receptor, primary screen, cell-based, Aedes aegypti, calcium fluorescence, mosquito biting behavior | activation, % at 10 µM | HEK293T NPYLR7/Galpha15, GCaMP6s calcium fluorescence | AID 1259423, 2018 | hit rate 0.15% among 270,000; in the data active = activation above about 40%;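 also: 0% = vehicle and 100% = reference agonist at the receptor; some compounds past the cut are filed as inactive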
Numbers without * were called inactive; . = not tested or not shown; & = joins results of further samples. Rule as the data show it, unless noted: active = inhibition above about 40%; inactive = the rest.

SMILES	hcGAS lum	mcGAS inh	NPYLR7 agonist
Cn1c(=O)c2c(N3CCc4ccccc43)ccnc2n(C)c1=O	-4	.	10
COc1ccc(CCNC(=O)CN2CN(c3ccccc3)C3(CCN(C(=O)c4ccccc4F)CC3)C2=O)cc1OC	-8	-5	20
C#Cc1ccc(NC(=O)C2(C)CCN2C(=O)Cc2ccc(C(C)(C)C)cc2)cc1 (stereo unspecified)	-9	.	7
O=C(CC(c1ccccc1Cl)c1c[nH]c2ccccc12)N1CCN(C(c2ccccc2)c2ccccc2)CC1 (stereo unspecified)	-3	-3	-4
Cc1nccn1-c1ccc(CNC(=O)NC(C)c2cccc(F)c2)cn1 (stereo unspecified)	-10	.	3
CCN1C(=S)NC(c2cccc(NS(=O)(=O)c3ccc(C)cc3)c2)C(C(=O)OC(C)C)=C1C (stereo unspecified)	5	-1	-4
O=c1ccc(-c2ccco2)nn1CCNS(=O)(=O)c1ccc(OC(F)(F)F)cc1	4	-7	0
Cc1ccc(OCCN(C)C(=O)CC2C(=O)NCCN2Cc2cccc(F)c2F)cc1 (stereo unspecified)	-9	.	14
Nc1nn(S(=O)(=O)c2ccc(Cl)cc2)cc1-c1ccc(Cl)cc1	-2	.	3
COC(=O)c1cc(C=C(C#N)c2ccccn2)oc1C	-1	.	-1
COc1ccc(CN2C(=O)C3C4C=CC(C4)C3C2=O)cc1 (stereo unspecified)	-4	-5	-11
CCCNC(=O)N1CCC2(CC1)Nc1ccccc1C(=O)N2Cc1ccccc1	0	.	0
CCCc1cc(CNC(=O)c2ccc(NC[C@H]3C[C@H]4C=C[C@H]3C43CC3)nc2)on1	-3	.	6
CCCn1nc(C(=O)O)c2c1CCC(N(C)Cc1nncn1C(C)C)C2 (stereo unspecified)	-7	-10	.
COc1ccc(-c2c3c(nc4sc(C(=O)Nc5ccccc5F)c(N)c24)CC(C)(C)CC3=O)cc1	-5	-4	-3
COCCn1c(C)cc(/C=N\n2c(C)cc(C)c(C#N)c2=O)c1C	-6	.	9
COc1cc(OC)cc(C2SCCN2C(=O)Nc2ccc(C)cc2)c1 (stereo unspecified)	-10	-5	-3
CCOC(=O)c1nn(-c2ccc(C)cc2)c(=O)cc1OCC(=O)Nc1cc(C)ccc1OC	4	.	8
CCN(CC)CCCC(C)NC(=O)C1CCN(c2nc(Cc3ccc(F)cc3)ns2)CC1 (stereo unspecified)	-10	-6	16
C=CCNC(=O)c1ccccc1N1CCC(NC(=O)c2ccc(C(F)(F)F)cc2)CC1	2	-4	1
CC(C)c1ocnc1C(=O)N1CCOC(c2nc(C(C)(C)C)n[nH]2)C1 (stereo unspecified)	-2&-9	.	-4&1
COCCCN(CC(=O)Nc1cc(C(C)(C)C)nn1-c1ccc(C)cc1C)C(=O)c1ccc(Br)cc1	-3	-6	13
O=C(NCCCn1ccc2ccccc21)c1ccc(OC(F)F)cc1	1	.	1
CC(C)N=c1scc(-c2c[nH]c3ccccc23)n1N=Cc1c[nH]c2ccccc12	-1	-2	2
CCc1cnc(N2CCCC(C(=O)c3ccccc3OC)C2)nc1 (stereo unspecified)	-6	-18	.
Cc1noc(C)c1S(=O)(=O)N1CCC(c2nc3ccccc3o2)CC1	-6	.	3
O=C1c2ccccc2C(=O)N1CCCCN(C(=O)c1ccc(-c2ccccc2)cc1)c1ccc(Cl)cc1	-2	-5	-11
CC1CCCCN1S(=O)(=O)NCc1ccc(F)cc1 (stereo unspecified)	-1	-1	-2
CC(C)n1cc(Cn2cnc(-c3ccccc3)c2-c2ccsc2)cn1	-4	.	-1
CCN(C(=O)c1cc2cccnc2n(Cc2ccc(F)cc2)c1=O)C1CCCCC1	-11	.	13

14 neighbouring records out of the list so far, for reference:
SMILES	hcGAS lum	mcGAS inh	NPYLR7 agonist
COc1cc(OC)cc(C2SCCN2C(=O)Nc2ccc(C)cc2)c1 (stereo unspecified)	-10	-5	-3
CCOC(=O)c1nn(-c2ccc(C)cc2)c(=O)cc1OCC(=O)Nc1cc(C)ccc1OC	4	.	8
CCN(CC)CCCC(C)NC(=O)C1CCN(c2nc(Cc3ccc(F)cc3)ns2)CC1 (stereo unspecified)	-10	-6	16
C=CCNC(=O)c1ccccc1N1CCC(NC(=O)c2ccc(C(F)(F)F)cc2)CC1	2	-4	1
CC(C)c1ocnc1C(=O)N1CCOC(c2nc(C(C)(C)C)n[nH]2)C1 (stereo unspecified)	-2&-9	.	-4&1
COCCCN(CC(=O)Nc1cc(C(C)(C)C)nn1-c1ccc(C)cc1C)C(=O)c1ccc(Br)cc1	-3	-6	13
O=C(NCCCn1ccc2ccccc21)c1ccc(OC(F)F)cc1	1	.	1
CC(C)N=c1scc(-c2c[nH]c3ccccc23)n1N=Cc1c[nH]c2ccccc12	-1	-2	2
CCc1cnc(N2CCCC(C(=O)c3ccccc3OC)C2)nc1 (stereo unspecified)	-6	-18	.
Cc1noc(C)c1S(=O)(=O)N1CCC(c2nc3ccccc3o2)CC1	-6	.	3
O=C1c2ccccc2C(=O)N1CCCCN(C(=O)c1ccc(-c2ccccc2)cc1)c1ccc(Cl)cc1	-2	-5	-11
CC1CCCCN1S(=O)(=O)NCc1ccc(F)cc1 (stereo unspecified)	-1	-1	-2
CC(C)n1cc(Cn2cnc(-c3ccccc3)c2-c2ccsc2)cn1	-4	.	-1
CCN(C(=O)c1cc2cccnc2n(Cc2ccc(F)cc2)c1=O)C1CCCCC1	-11	.	13

(next part)
SMILES	hcGAS lum	mcGAS inh	NPYLR7 agonist
COCC(=O)Nc1ccccc1-c1cccc(NC(C)=O)c1	-4	-16	-4
Cc1ccc(/C=C2\CNC/C(=C\c3ccc(C)cc3)C2=O)cc1	-4	.	4
c1ccc2c(CC3CCCN3)cccc2c1 (stereo unspecified)	-3	.	31
Nc1ccc(C(=O)O)cc1	4&-5	.	-13&-14
COc1ccc(-n2ncc(Oc3ccc4c(c3)CCC4)c(Nc3cccc(C(=O)NCC4CCCO4)c3)c2=O)cc1 (stereo unspecified)	-7	-5	2
CCC(C)N(CC(=O)N(Cc1ccc(F)cc1)Cc1cccs1)C(=O)c1ccc(Cl)c(Cl)c1 (stereo unspecified)	-9	-6	9
CCc1nc2ccc(C(=O)N(C)Cc3ccccc3)cn2c1N(C)Cc1ccc(Cl)cc1	-4	-2	6
CNCCOc1cccc(OC(C)C)c1	-6	.	8
COc1ccc(NC(=O)CSc2nc(=O)n(CCCN(C)C)c3c2CCC3)cc1	0	-6	-3
CSc1ccccc1NC(=O)C1(C)CCN1C(=O)CC1CCCC1 (stereo unspecified)	-1	.	5
CCCn1cc(C(=O)N2CCNCC2C(=O)N2CCCC2)c(C)n1 (stereo unspecified)	-1	-7	1
Cc1ccccc1-c1nc(CN(CC2CCC(=O)N2)C(C)C)c(C)o1 (stereo unspecified)	-4	.	-2
CC(=O)N(N=C1Sc2ccccc2C1=O)c1ccccc1I	-14	-7	-5
CCOC(=O)CCCCCC(=O)N1CCc2c([nH]c3ccc(OC)cc23)C1c1ccc(OCc2ccccc2)cc1 (stereo unspecified)	-4	-5	21
CC(C)CCCC(C)NC(=O)Cc1csc(-c2ccccn2)n1 (stereo unspecified)	1&5	-1	-4&5
COc1cc(NC(=O)c2nn(C)cc2[N+](=O)[O-])cc(OC)c1OC	-10	-7	-4
COCc1cc(C)nc(N/N=C\c2cc([N+](=O)[O-])ccc2O)c1C#N	-4	-4	1
NC(COCc1ccccc1)c1csc(Nc2ccc(C(F)(F)F)cn2)n1 (stereo unspecified)	-2	-6	-7
Cc1c(C(=O)Nc2cccc(Cl)c2)oc2ccccc12	-4	-5	0
O=C(Nc1ccc(N2CCCC2)cc1)c1cc(N2C(=O)CCS2(=O)=O)ccc1Cl	-3	.	-8
CCOC(=O)Cn1c(=O)c2c(nc3n(-c4ccc(Br)cc4)c(C)c(C)n23)n(C)c1=O	-5	-9	1
C#CCn1c(O)c(N=NC(=O)CNC(=O)c2ccc(F)cc2)c2ccccc21	-5	-4	-3
CC(C)c1nc(C2CC(=O)N(C3CCCC3)C2)n(-c2ccc3c(c2)OCO3)n1 (stereo unspecified)	4	.	4
COc1ccc(CN2C(=O)N(C)C3(CCN(Cc4cccn4-c4ccccn4)CC3)C2=O)cc1	-5	-16	13
O=C(CSc1nc(=O)n(Cc2ccncc2)c2c1CCCC2)Nc1cccc2ccccc12	-7	-10	-2
COc1ccc(C2CC(c3ccco3)=Nc3ncnn32)cc1OC (stereo unspecified)	-6	.	24
COc1ccccc1CN(Cc1ccco1)CC(O)COc1ccccc1C (stereo unspecified)	-5	-6	30
O=C(NCCCn1nc(-c2ccccc2)ccc1=O)c1ccc(F)cc1	-6	.	-1
c1ccc(Sc2ncnc3c2oc2ccccc23)nc1	0	.	4
COCCO[C@H]1[C@H](NC(=O)C(C)C)c2ccccc2C12CCN(Cc1c(C)nn(C)c1Cl)CC2	-3	-8	8
COc1cccc(CNC2CCN(c3ccc(C(=O)Nc4ccccc4)cn3)C2)c1 (stereo unspecified)	-2	.	-10
CCC(=O)OCCN1CCN(CCCCN(C(=O)CC)c2ccc(C3CCCC3)cc2)CC1	-3	.	5
Cc1cc(C)n(CCNc2nc3c(C)cc(Cl)cc3s2)n1	-5	.	-2
CCN1CCN(C2=C(c3c(-c4ccccc4)[nH]n(-c4ccccc4)c3=O)C(=O)N(Cc3ccc(F)cc3)C2=O)CC1	-3	-5	3
Cc1cc(NC(=O)C2C3CC4OC(=O)C2C4C3)ccc1Br (stereo unspecified)	-1	-4	4
COc1ccc(CN(C(=O)c2ccco2)C(C)c2ccccc2)cc1OCc1nc(CO)cs1 (stereo unspecified)	-7	-4	17
CCOC(=O)c1cc(-c2ccc(N3CCN(C(=O)C(OC(C)=O)c4ccccc4)CC3)cc2)n(-c2cccc(F)c2)n1 (stereo unspecified)	-2	-3	29
Cc1nc2ccccc2n1CCNc1nccnc1C#N	5	.	1
CN1C(=O)CC(N2CCN(S(=O)(=O)c3ccc(F)cc3)CC2)C1=O (stereo unspecified)	-6	-9	-3
O=c1cc(CN2CCCc3ccc(C(F)(F)F)cc32)nc2sccn12	4	.	-2
Cc1ccnc(NCCNC(=O)c2ccc(C)c(NC(=O)C3CC3)c2)c1	-5	-16	3
O=C(c1cccc2ccccc12)N1CCN(c2c3c(nc4ncnn24)CCC3)CC1	3	1	.
COc1ccccc1-c1nc2ccc(Br)cn2c1NC1CCCCC1	-8&-4	-6&-4	3&28
Cn1ncc2c1CCCC2NCc1ccc(N2CCOCC2)cc1 (stereo unspecified)	-7	.	10
CCOc1cccc(N2CCN(C(=O)C3CC3)C(C)C2=O)c1 (stereo unspecified)	-9	-8	21
CC1=NC2=C(C(=O)CCC2)C(c2ccccc2[N+](=O)[O-])C1C(=O)OC1CCCCC1 (stereo unspecified)	-2	.	2
O=C1CCC(C(=O)N2CCCCCCC2)CN1CCc1ccccc1 (stereo unspecified)	-4	.	4
CSc1sc(C(=O)O)c(C)c1C(C)=O	5	.	4
CCCNc1nc(SC)nc2c1cnn2CCNC(=O)c1ccccc1F	0	-6	.
COc1ccc(-c2cccc(-c3ccc(NC(=O)c4cc(OC)c(OC)c(OC)c4)cc3)n2)cc1	-3	-5	4

More records follow.
SMILES	hcGAS lum	mcGAS inh	NPYLR7 agonist
Cc1cc(C)c2sc(N(CCCN3CCOCC3)C(=O)c3ccnn3C)nc2c1	-10	-9	.
CCS(=O)(=O)NC1CCN(c2nc(C(F)(F)F)nc3sc(C)c(C)c23)CC1	-2	.	0
COc1ccc(-c2cnc3ncnn3c2N2CCN(C(=O)c3cc(C(C)(C)C)nn3C)CC2)cc1OC	1	1	-5
CCOc1cccc(NC(=O)C2CC(=O)N(C)C(=Nc3cccc(OC)c3)S2)c1 (stereo unspecified)	-3	1	-1
CC(C)CC1Nc2ccccc2-c2nc(=O)c(-c3ccc(F)cc3)nn21 (stereo unspecified)	-4	-12	1
O=c1[nH]ccc2c(O)cccc12	-8	-5	-1
CCOc1ccc(CN2CCCC(N3CCN(c4ccc(F)cc4)CC3)C2)cc1CO (stereo unspecified)	-11	-11	4
C#CCNC(=O)CN1C(=O)[C@@H](NC(=O)C2CCN(C)CC2)CN(Cc2ccoc2)c2ccccc21	-3	-4	7
N[C@@H](C(=O)N[C@@H]1C(=O)N2C(C(=O)O)=C(CSc3cn[nH]n3)CS[C@H]12)c1ccc(O)cc1	-2	.	-10
COc1ccc(N(C)S(=O)(=O)c2ccc(OC)c(N3CCN(C(=O)c4ccccc4OC(F)(F)F)CC3)c2)cc1	2	-5	12
NS(=O)(=O)CC1CCCN(CC(O)c2cccc(Cl)c2)C1 (stereo unspecified)	-11	.	7
Cc1ccsc1CN(C)Cc1ccc(C(=O)Nc2cnn(C)c2)cc1	-4	-17	21
Cc1cnc(C)c(N2CCN(Cc3cccc(Cn4cccn4)c3)CC2)n1	-1	.	2
CC1Cc2cc(-c3cc(CC(=O)O)no3)ccc2O1 (stereo unspecified)	-5	.	1
COc1ccccc1NC(=O)c1cccnc1NC(C)C	-3	-4	-6
Nc1nc(SCC(=O)NCC2CCCO2)[nH]c(=O)c1NC(=O)c1ccc(F)c(F)c1 (stereo unspecified)	-3	-7	5
c1cc(-n2ccnc2)cc(-n2cnnc2)c1	-10	-19	20
COc1ccc(C)c2sc(N(CCCN(C)C)C(=O)c3cccc([N+](=O)[O-])c3)nc12	-4	-7	1
Cc1ncc([N+](=O)[O-])n1CCNC(=O)CSc1ccc(C(F)(F)F)cn1	-3	-2	-6
CCCc1ccc(OCC(O)CN2CCN(CCO)CC2)cc1 (stereo unspecified)	-7	-5	13
O=C(NCCNC(=O)[C@H]1CCCN1C(=O)c1cccc(Br)c1)c1ccc(F)cc1	-8	-9	20
CCN1CC2(CCN(C(C)=O)CC2)CC1c1nnc(C)o1 (stereo unspecified)	-11	-6	.

Screening results deposited in PubChem BioAssay by Fisher Drug Discovery Resource Center.
